NPSR antag: neuropeptide S receptor (human) antagonism, cAMP. CHO-NPSR cells, cAMP TR-FRET, antagonist mode. 1% of 220,000 active. Q6W5P4. Potency, µM (highest dose often 38.3 µM), for the others: top-dose activity change, negative = inhibition, hits mostly inhibitors; further: potency means the concentration at half of the fitted maximal effect; on the % scale 0 is the no-effect control and ±100 the full control effect; nearly all actives have a fitted effect of over 50% in size; many of its hits are not listed in these tables
Target sequence (Q6W5P4 whole entry, looked up): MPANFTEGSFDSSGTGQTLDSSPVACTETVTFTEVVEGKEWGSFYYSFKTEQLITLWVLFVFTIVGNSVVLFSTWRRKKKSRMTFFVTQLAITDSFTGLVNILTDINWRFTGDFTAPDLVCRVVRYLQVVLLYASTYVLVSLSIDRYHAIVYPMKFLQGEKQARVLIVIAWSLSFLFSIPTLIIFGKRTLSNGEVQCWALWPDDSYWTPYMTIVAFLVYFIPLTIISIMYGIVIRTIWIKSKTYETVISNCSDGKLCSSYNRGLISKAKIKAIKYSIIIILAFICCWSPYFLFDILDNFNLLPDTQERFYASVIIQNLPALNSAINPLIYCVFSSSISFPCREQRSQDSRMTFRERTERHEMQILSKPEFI
LMNA splice mod: modulators of lamin A splicing | HeLa LMNA splicing GFP/RFP minigene ratio, 48 h | Potency, µM (doses to about 46.1 µM), for the others: at the highest dose ratio change, negative = inhibition, most hits filed as inhibitors | 0.01% of 200,000 active; active means well fitted inhibition curve with a large enough effect in the signal ratio, with a control signal flat, not every such curve was filed as active; inconclusive means small, poorly fitted or top-dose-only effect, or effect the other way, or a change in a side signal; the % refers to the signal ratio; further: potency means the concentration at half of the fitted maximal effect; on the % scale 0 is the no-effect control and ±100 the full control effect
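S3 HeLa cells stably expressing lamin A-EGFP splicing minigene plus DsRed2, 600 cells/well, 48 h compound exposure at 37C. Laser-scanning cytometry; analysed as GFP (500-530 nm)/RFP (575-640 nm) total intensity ratio; 0.5% DMSO vehicle.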
CBFb-RUNX1 inh: CBF-beta/RUNX1 interaction disruption; AlphaScreen CBFb-His/RUNX1-biotin binding, biochemical; Potency, µM (highest dose often 59.8 µM), without a hit: at the highest dose activity, negative = inhibition, usual class: inhibitors; 230,000 tested, under 10 active; further: % of control where 0% means no effect
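Compounds were screened at multiple concentrations against a preformed CBF-beta(His)/RUNX1(biotin) complex (30 nM of each) for 15 min at room temperature, followed by 90 min with nickel and streptavidin beads and AlphaScreen reading.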
KinaseGlo FLuc: counter-screen: inhibitors of Kinase-Glo firefly luciferase; Q27757; AID 1379; Kinase-Glo luciferase, ATP luminescence, 8 min; 0.28% of 200,000 active; Potency, µM (series often up to 38.3 µM), for inactives: top-dose activity change, negative = inhibition, actives largely listed as inhibitors; further: potency means the concentration at half of the fitted maximal effect; on the % scale 0 is the no-effect control and ±100 the full control effect; nearly all actives have a fitted effect of over 60% in size
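Kinase-Glo luciferase light output from ATP and luciferin was measured with 10 uM ATP, within the enzyme's linear range. Buffer: 50 mM imidazole pH 7.2, 50 mM KCl, 7 mM MgCl2, 0.01% Tween 20, 0.05% BSA; luminescence read after 8 min at ambient temperature.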
IMPase Li cell: membrane-permeable IMPase blocker, potentiated with lithium | CHO-M1 cells, IP1 TR-FRET (IP-One), carbachol + lithium | Potency, µM (top dose mostly 59.4 µM), inactives show at the highest dose activity, negative = IMPase inhibition, actives largely listed as inhibitors | 0.35% of 210,000 active | AID 1457;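 further: IP1 builds up when IMPase is blocked and the TR-FRET signal falls; potency means the concentration at half of the fitted maximal effect; plate controls were basal vehicle for no effect and high inhibitor control for full effect; nearly all actives have a fitted effect of over 50% in size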
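CHO cells stably expressing M1 receptor (2000/well, cultured 16–30 h) treated 30 min at 37C with compound plus low lithium. Cytosolic IP1 by TR-FRET (665/620 ratio and 620 channel) after 10 min lysis; AC50 by Hill fit.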
aGal spleen mod: alpha-galactosidase A (human) modulation | P06280 | 0.008% of 240,000 active | AID 2107 | Potency, µM (top dose mostly 80 µM), for inactives: at the highest dose activity change, negative = inhibition, hits mostly inhibitors | human spleen homogenate, 4MU-alpha-Gal fluorescence, 40 min;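 further: potency means the concentration at half of the fitted maximal effect; 0% = enzyme with vehicle and -100% = no enzyme basal signal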
Target sequence (P06280 32-429 limits assumed): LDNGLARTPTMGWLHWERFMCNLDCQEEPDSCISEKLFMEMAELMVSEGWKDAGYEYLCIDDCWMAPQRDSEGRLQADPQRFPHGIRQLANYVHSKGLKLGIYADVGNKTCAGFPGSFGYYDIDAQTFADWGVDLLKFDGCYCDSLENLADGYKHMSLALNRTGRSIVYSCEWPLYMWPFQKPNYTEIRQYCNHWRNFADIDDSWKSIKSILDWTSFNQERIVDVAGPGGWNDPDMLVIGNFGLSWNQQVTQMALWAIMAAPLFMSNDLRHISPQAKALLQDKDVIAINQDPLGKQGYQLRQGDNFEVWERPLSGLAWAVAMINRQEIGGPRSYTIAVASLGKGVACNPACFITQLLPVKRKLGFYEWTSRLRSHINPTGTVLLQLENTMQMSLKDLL
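Human spleen homogenate (1 ug) as enzyme source, 4-methylumbelliferyl-alpha-D-galactopyranoside 1 mM final, citrate/phosphate pH 5.0 with 0.01% Tween-20. Compounds 40 min at 37C, NaOH/glycine stop; fluorescence Ex 365/Em 440, Hill-fit AC50.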
Epigenetic reg: epigenetic control regulation, reporter derepression; murine LDR cells, GFP reporter derepression, 30 h; Potency, µM (top dose mostly 53.9 µM), inactives show top-dose GFP activation, usual class: activators; 0.2% of 280,000 active; AID 1865; further: potency means the concentration at half of the fitted maximal effect; % of control where 0% means no effect; nearly all actives have a fitted effect of over 60% in size
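Derepression of a silenced CMV-GFP reporter in murine LDR cells is scored by enumerating GFP-positive cells with a laser-scanning microplate cytometer after 30 hours of treatment at 37 C.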
The depositor's hits bear a star; ? = inconclusive; · = not tested or not shown; & = joins results of further samples; [ ] = dose if it differs, or a comment. Unless noted, the call rests on the fitted dose curve; in most records, active means well fitted curve in the direction sought with a large enough effect; inconclusive means small, poorly fitted or top-dose-only effect, or another doubt; inactive means no such curve, though single readings can be large; an effect the other way counts as inactive or inconclusive. Not all compounds are listed. The share of hits here may be higher or lower than overall.

SMILES | NPSR antag | LMNA splice mod | CBFb-RUNX1 inh | KinaseGlo FLuc | IMPase Li cell | aGal spleen mod | Epigenetic reg
COc1ccc(CCN2C(=O)C(Oc3ccccc3C)C2c2ccc3c(c2)OCO3)cc1 (centres undefined) | -10% | ? | -10% | 2% | 10% | -12% | -1.1%
Cc1cc([N+](=O)[O-])nn1CC(=O)N/N=C/c1ccccc1O | -9% | · | -21% | · | · | -2% | 1.9%
COc1ccc(CC(=O)O/N=C(\N)Cc2cccc3ccccc23)cc1OC | 5% | -15% | 12% | 1% | 9% | -6% | 1.9%
COc1cccc(CNCCN2CCOCC2)c1OC | 1%[46.1 µM] | 6% | 2% | -1% | 12%[38.3 µM] | -1% | -0.9%
CS(=O)(=O)N1CCC2(CCN(Cc3ccncc3)CC2)CC1 | · | · | · | 0% | -14% | 6% | ·
Cc1ccc(C23CC4CC(CC(C(=O)N5CCN(C)CC5)(C4)C2)C3)cc1 | -22% | · | 3% | · | · | -2% | -0.5%
O=C(CN1C(=O)C2C3C=CC(C3)C2C1=O)N1CCc2ccccc2C1 (centres undefined) | -4%[46.1 µM] | 5% | -7% | 2% | -11%[38.3 µM] | 3% | -0.8%
Cc1ccc(NC(=O)CO/N=C/c2ccc(N(C)C)cc2)cc1 | -5% | -3% | -6% | 1% | 7% | 5% | ?
Cn1cnnc1SCC(=O)Nc1ccccc1C(=O)NC1CC1 | 3%[46.1 µM] | -5% | 3% | 0% | 12%[38.3 µM] | -8% | 1.0%
COc1cc2c(cc1OC)CN(c1nc(-c3cccnc3)nc3ccccc13)CC2 | -33% | · | -20% | -1% | 17% | -1% | 2.7%
CCN(CC)c1ccc(C=C2C(=O)OC3(CCCC3)OC2=O)cc1 | ? | 3% | 1% | 2% | 1% | 4% | 1.3%
CC(=O)N(C(C)=O)N1C(=O)c2cccc3c(N4CCOCC4)ccc(c23)C1=O | -37% | ? | 0% | 0% | 29% | 4% | 3.4%
O=C(Nc1cccc(-c2cn3ccccc3n2)c1)c1cnccn1 | -6%[46.1 µM] | -2% | 16% | -5% | 1% | -1% | 3.5%
Cc1nn(-c2ccccc2)c(N2CCCC2)c1/C=N/Nc1ccc(S(N)(=O)=O)cc1[N+](=O)[O-] | -40% | ? | ? | -7% | 13% | 1% | -3.2%
COCCOC(=O)c1c(NC(=O)CN2CCc3ccccc32)sc(C(N)=O)c1C | 29% | · | -10% | · | · | 1% | 8.5%
Cc1ccccc1C(=O)Nc1ccccn1 | -12%[46.1 µM] | 1% | 3% | -1% | -12%[38.3 µM] | -4% | -0.7%
COCC(=O)Nc1ccc(N(C)C)cc1 | -16%[46.1 µM] | 10% | 6% | -2% | 28%[38.3 µM] | -8% | 0.9%
N#CC(C#N)=Cc1cccn1-c1ccc(S(N)(=O)=O)cc1 | -11% | -12%[46 µM] | ? | -5% | 9% | -7% | -3.0%
O=C1c2ccccc2C(=O)N1CSc1nnc2c3ccccc3n(CCc3ccccc3)c2n1 | -8%[46.1 µM] | 0% | 3% | -3% | 40%[activator][38.3 µM] | -1% | -2.0%
Cc1cnc(NC(=O)C2CCCC2)s1 | -6%[46.1 µM] | 16% | 2% | -4% | -7%[38.3 µM] | -9% | -1.0%
CNC(=S)N/N=C(\C)c1cccc([N+](=O)[O-])c1 | -19% | -10% | 7% | 5% | -6% | -1% | 1.0%
O=C(CNC(=S)N(Cc1ccccc1F)C1CCCCC1)NC1CC1 | -22%[46.1 µM] | 4% | -3% | -5% | -3%[38.3 µM] | 0% | -0.2%
COC(=O)c1ccc(CSc2ccc3nnc(-c4cccnc4)n3n2)o1 | -4%[46.1 µM] | -7% | 10% | -2% | 25%[38.3 µM] | 1% | 0.0%
Cc1nc(C(=O)Nc2cccc(Cl)c2)nn1-c1cc(OC(C)C)c(Cl)cc1Cl | -22%[46.1 µM] | ? | 6% | 2% | 2% | 4% | -2.2%
Cc1ccc(OCCC(=O)Nc2c(C)n(C)n(-c3ccccc3)c2=O)cc1 | -3%[46.1 µM] | 6% | 0% | -1% | 2%[38.3 µM] | -1% | -0.8%
COc1ccc(C2C(Oc3ccccc3C)C(=O)N2Cc2ccc(F)cc2)cc1OC (centres undefined) | -19%[46.1 µM] | -23% | 9% | 3% | 14% | 4% | -0.9%
Cc1nc(Cl)cc(CS(=O)(=O)c2ccc(Cl)cc2)n1 | 9% | -6%[46 µM] | 3% | 0% | -7% | -3% | -1.5%
Cc1cc(C)n(C(=O)C2CCCN2S(=O)(=O)c2ccc(Cl)cc2)n1 (centres undefined) | -19%[46.1 µM] | 10% | 2% | -1% | 2%[38.3 µM] | -5% | 1.1%
O=C(COC(=O)CC1c2ccccc2CCN1S(=O)(=O)c1ccccc1)Nc1ccccc1 (centres undefined) | 4% | 3% | 8% | -2% | 13% | -8% | -1.1%
O=C1C=C(NCC2CCCO2)CC(c2ccccc2)C1 (centres undefined) | 8%[46.1 µM] | 0% | -6% | -6% | -9%[38.3 µM] | 7% | 4.0%
CCN1C(C)=C(C)S/C1=C1\SC(=S)N(C2CCCCC2)C1=O | 4% | 6%[46 µM] | 5% | -1% | 4% | -2% | 1.1%
COc1ccc(/C=C/c2ccncc2)cc1 | -14%[46.1 µM] | 8% | 3% | -7% | -13%[38.3 µM] | 0% | 3.3%
COc1cc(C(=O)Nn2c(O)c(C3=c4ccccc4=NC3=O)sc2=S)ccc1O | 4% | · | 5% | · | · | -3% | -0.7%
O=C(NCCCO)c1ccc(CSc2nc3ccccc3c(=O)[nH]2)cc1 | 1% | · | 9% | · | · | -14% | -0.7%
COc1ccccc1Nc1nc2c(C)cccc2cc1C#N | 1%[46.1 µM] | 15% | 15% | -1% | ? | 0% | ?
CC(C)C(c1nnnn1Cc1ccccc1)N1CCN(Cc2ccco2)CC1 (centres undefined) | -10%[46.1 µM] | -1% | 2% | -1% | -5%[38.3 µM] | -6% | -1.2%

In another format: results already given
| mol | NPSR antag | LMNA splice mod | CBFb-RUNX1 inh | KinaseGlo FLuc | IMPase Li cell | aGal spleen mod | Epigenetic reg |
| --- | --- | --- | --- | --- | --- | --- | --- |
| COc1ccc(C2C(Oc3ccccc3C)C(=O)N2Cc2ccc(F)cc2)cc1OC (centres undefined) | -19%[46.1 µM] | -23% | 9% | 3% | 14% | 4% | -0.9% |
| Cc1nc(Cl)cc(CS(=O)(=O)c2ccc(Cl)cc2)n1 | 9% | -6%[46 µM] | 3% | 0% | -7% | -3% | -1.5% |

(listing goes on)
SMILES | NPSR antag | LMNA splice mod | CBFb-RUNX1 inh | KinaseGlo FLuc | IMPase Li cell | aGal spleen mod | Epigenetic reg
COC(=O)c1ccc(/C=C(\C#N)c2nc3ccccc3s2)cc1 | -3%[46.1 µM] | 5% | -6% | -12% | 0%[38.3 µM] | 6% | 5.5%
O=S(=O)(c1ccc(NC(=S)N2CCN(c3ccccc3F)CC2)cc1)N1CCOCC1 | -11% | ? | 19% | 2% | 27% | 2% | -1.5%
O=C(CCc1ccccc1)NNC(=O)C1CCCCC1 | 3%[46.1 µM] | -5% | -1% | 3% | -5%[38.3 µM] | 1% | -3.1%
CC1(C)OC1COc1c2ccoc2cc2oc(=O)ccc12 (centres undefined) | 7% | -8%[46 µM] | 14% | 2% | 10% | 8% | 0.0%
O=C(Nc1ccccc1)c1ccc2ccccc2n1 | -25% | · | 26% | -7% | 6% | -1% | 5.3%
CCOC(=O)C(O)(CC(=O)Nc1ccc(Cl)cc1Cl)C(F)(F)F (centres undefined) | 0%[46.1 µM] | 0% | 8% | 0% | -1% | -1% | 4.0%
COc1ccc(S(=O)(=O)N2CCCCC2)cc1NC(=O)Cc1c[nH]c2ccccc12 | -16% | ? | -1% | 1% | 8% | 3% | -1.9%
Cc1cc(C(F)(F)F)nc(SCC(=O)Nc2ccccc2)n1 | -3%[46.1 µM] | -1% | 0% | 2% | 17%[38.3 µM] | 8% | -1.0%
CCN(CC(=O)Nc1c(F)cccc1F)C(=O)Cc1ccccc1 | 6% | 2%[46 µM] | -14% | -1% | 3% | 5% | 0.5%
CCOC(=O)C1CCCN(c2c(N3CCOCC3)c(=O)c2=O)C1 (centres undefined) | -6%[46.1 µM] | 6% | 0% | -1% | -4%[38.3 µM] | 0% | -1.0%
Cc1ccc(CN2C(=O)CCSc3ccc(Cl)cc32)cc1 | -22%[46.1 µM] | -4% | 4% | 0% | 17%[38.3 µM] | -4% | 0.0%
CC(NC(=O)COC(=O)CCc1ccc(S(=O)(=O)N2CCOCC2)cc1)C1CC2CCC1C2 (centres undefined) | 14% | -12% | -8% | 2% | 7% | 11% | -1.1%
O=C1OC(c2ccc(O)cc2)(c2ccc(O)cc2)c2ccccc21 | -60% | ? | -5% | 1%&-3% | 4%&2%&-1% | 6%&3%&4% | -8.7%&1.1%
CCc1cc2cccc(C)c2nc1SCC(=O)N1CCN(C(=O)c2ccco2)CC1 | ? | -20% | -4% | · | · | -14% | -5.5%
C/C(NCCN1CCOCC1)=C(\C#N)C(N)=O | 7% | 0% | -2% | 2% | 5% | -12% | 1.0%
Cc1ccc(C(=O)N2CCC3(CC2)Oc2ccc(Cl)cc2C(=O)C32CC(c3cccnc3)=NO2)s1 (centres undefined) | -47% | · | -3% | · | · | 2% | -1.6%
CC(Sc1nnc(-c2ccccc2)c(-c2ccccc2)n1)C(=O)Nc1ncc(Cl)cc1Cl (centres undefined) | -33% | ? | -26% | -3% | 12% | 7% | 2.1%
O=C(c1cccnc1)N1CCC(c2nc3ccccc3[nH]2)CC1 | -5%[46.1 µM] | 1% | -2% | 1% | -10%[38.3 µM] | -5% | 0.8%
O=C(O)CCN1CCc2ccccc2C1c1cccs1 (centres undefined) | -5% | -3%[46 µM] | -3% | 1% | 6% | 2% | -0.2%
S=C(NCc1ccco1)Nc1ccc(Oc2ccccc2)cc1 | -38% | · | ? | 4% | 4% | 9% | -0.5%
CC(=O)NCc1ccc(C(=O)CSc2nnc(-c3ccncc3)n2Cc2ccccc2)o1 | 20%[46.1 µM] | 1% | -14% | -2% | -2% | 3% | 1.0%
Cn1c(/C=N/O)nc2ccccc21 | 16% | · | 4% | · | · | -2% | -0.1%
Nc1c(C(=O)c2ccc(F)cc2)oc2ccccc12 | 15%[46.1 µM] | -3% | 0% | 2% | 2% | 1% | -0.8%
COc1cc(OC)cc(C(=O)N/N=C2/SCC(=O)N2Cc2ccco2)c1 | 15% | · | 4% | · | 2% | -4% | 1.1%
